STEP inh = STEP phosphatase inhibitors, primary screen, biochemical, fluorescence intensity, uHTS; Tyrosine-protein phosphatase non-receptor type 5 (Homo sapiens), P54829; recombinant STEP, OMFP fluorogenic substrate; inhibition, % at 20 µM; hit rate 0.25% among 360,000; AID 588621, 2011;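 active means inhibition at 20 µM, scaled per plate between control wells, above about 37%, limit read from the data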;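 further: 0% = DMSO with enzyme and substrate and 100% = substrate only without enzyme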
Target sequence (P54829 whole entry, looked up): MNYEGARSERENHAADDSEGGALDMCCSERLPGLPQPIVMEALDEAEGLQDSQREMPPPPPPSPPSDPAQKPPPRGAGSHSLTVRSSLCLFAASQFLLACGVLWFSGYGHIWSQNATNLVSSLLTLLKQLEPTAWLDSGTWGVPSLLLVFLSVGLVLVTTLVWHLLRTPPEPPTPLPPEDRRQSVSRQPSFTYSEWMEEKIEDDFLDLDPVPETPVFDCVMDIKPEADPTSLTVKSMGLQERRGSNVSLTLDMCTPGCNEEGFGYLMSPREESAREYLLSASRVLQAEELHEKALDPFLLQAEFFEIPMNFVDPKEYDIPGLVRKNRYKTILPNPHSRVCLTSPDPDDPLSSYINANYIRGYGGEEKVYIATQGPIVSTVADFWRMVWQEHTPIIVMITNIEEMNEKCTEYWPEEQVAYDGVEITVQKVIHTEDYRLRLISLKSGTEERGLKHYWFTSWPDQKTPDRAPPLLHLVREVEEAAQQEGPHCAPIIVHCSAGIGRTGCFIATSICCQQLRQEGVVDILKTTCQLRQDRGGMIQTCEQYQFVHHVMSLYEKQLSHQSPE
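material = STEP tyrosine phosphatase | reagent = fluorogenic phosphatase substrate OMFP at 25 µM final | doses = single compound dose of 20 µM, 1% DMSO final | schedule = 20 min reaction, room temperature, in the dark | measured by = fluorescence, 480/540 nm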
DNMT1 block = human DNMT1 methyltransferase inhibitors, primary screen, biochemical, molecular beacon, fluorescence, HinP1I cleavage, uHTS; DNA (cytosine-5)-methyltransferase 1 (Homo sapiens), P26358; hit rate 0.83% among 360,000; inhibition (reported as % activation of signal), % at 10 µM; in the data active means inhibition above about 50%
SUMO1-SIM PPI = modulators of SUMO1 protein-protein interactions, primary screen, biochemical, uHTS. Small ubiquitin-related modifier 1 (Homo sapiens), P63165. SUMO1 binding to a labelled peptide, TR-FRET, 1 h. inhibition, % at 20 µM. hit rate 0.33% among 360,000. AID 602429, 2012; in the data active means inhibition above about 37%
CSN inh = inhibitors of CSN-mediated cullin deneddylation, primary screen, biochemical, fluorescence polarization, uHTS; Purified CSN, SCF-Nedd8-OG deneddylation; inhibition, % at 12.5 µM; hit rate 0.38% among 360,000; COP9 signalosome complex subunit 5 (Homo sapiens), Q92905;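 active means pattern-corrected inhibition above about 35%, with an unprinted fluorescence ratio check between 0.5 and 1.5, limit read from the data, passing the limit was not always enough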;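 further: 0% = enzyme with substrate and 100% = substrate without enzyme; some results filed as inactive read as strong as hits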
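Assay system: Purified human Csn5 enzyme expressed in HEK293T cells | Amount: Enzyme 0.24 nM | Measured by: Fluorescence polarization readout | Medium: Tris/NaCl/DTT buffer, pH 7.5 | Compound dosing: One concentration, 12.5 µM, 0.25% DMSO | Times: 90 min incubation of compound, enzyme and substrate at room temperature | Control set: no-enzyme wells high, enzyme-with-substrate wells low | Read-out: % inhibition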
LMPTP inh = LMPTP phosphatase inhibitors, primary screen, biochemical, fluorescence intensity, uHTS | AID 651560, 2012 | recombinant LMPTP-A, OMFP fluorogenic substrate | inhibition, % at 20 µM | hit rate 0.22% among 360,000;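 active means compounds that cut the enzyme signal by at least half of the control window in the single-dose screen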;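 further: plate controls were DMSO wells with enzyme plus substrate for no effect and substrate without enzyme for full effect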
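Assay system: LMPTP-A, protein tyrosine phosphatase of low molecular weight / Medium: pH 6.0 Bis-Tris buffer with DTT and Triton X-100 / Schedule: 50 min enzyme reaction at room temperature, protected from light / Measured by: endpoint fluorescence intensity from OMFP dephosphorylation / Read-out basis: % inhibition relative to no-enzyme and uninhibited control wells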
Scp-1 inhibitor = Scp-1 phosphatase inhibitors, primary screen, biochemical, colorimetric, uHTS. Carboxy-terminal domain RNA polymerase II polypeptide A small phosphatase 1 (Homo …. Recombinant Scp1, phosphopeptide, malachite green phosphate absorbance. inhibition, % at 20 µM. hit rate 0.88% among 340,000;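 active means inhibition above about 50% at 20 µM, limit read from the data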;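 further: plate controls were DMSO wells with enzyme for no effect and wells lacking enzyme for full effect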
Target sequence (Q9GZU7 76-261 limits assumed): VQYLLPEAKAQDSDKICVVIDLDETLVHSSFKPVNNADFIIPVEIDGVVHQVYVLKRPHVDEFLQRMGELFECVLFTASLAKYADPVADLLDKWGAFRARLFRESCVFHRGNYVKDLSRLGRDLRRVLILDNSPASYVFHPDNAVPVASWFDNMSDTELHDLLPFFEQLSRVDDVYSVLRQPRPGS
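Times: enzyme reaction 45 min at room temperature, colour 5 min, stabilisation 30 min. Material: SCP-1 catalytic fragment, aa 76-261. Medium: Acidic Tris acetate buffer with magnesium and detergent. Signal: colorimetric free-phosphate detection, absorbance 630 nm. Read-out basis: % inhibition of SCP-1 phosphate liberation. Reagent: Phosphorylated 17-residue peptide substrate.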
Tb MetRS inh = T. brucei MetRS inhibitors, primary screen, biochemical, luminescence; purified T. brucei MetRS, ATP depletion, Kinase-Glo luminescence; hit rate 0.4% among 360,000; methionyl-tRNA synthetase (Trypanosoma brucei brucei); inhibition, % at 11.9 µM;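 active means inhibition above a per-plate cutoff of the control wells' mean inhibition plus 3 SD, cut at about 5.5% in these data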;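 further: 0% = DMSO wells median and 100% = median of wells with control inhibitor compound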
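technique = Kinase-Glo luminescence, ATP depletion format | system = purified MetRS (methionyl-tRNA synthetase) enzyme from Trypanosoma brucei | timing = 15 min preincubation, 2 h reaction, all 25 °C | evaluation = percent inhibition versus plate control medians | dosing = single dose, 11.9 µM final nominal, 0.9% final DMSO | also added = substrates ATP, L-methionine and bulk Escherichia coli tRNA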
NadD block = inhibitors of S. aureus NadD, primary screen, biochemical, colorimetric, uHTS. purified NadD enzyme, colorimetric absorbance read-out. inhibition, % at 20 µM. hit rate 0.78% among 360,000. AID 602399, 2012; in the data active means inhibition above about 26%; further: some compounds past the cut are filed as inactive
MsrA inhibitor = bovine MsrA enzyme inhibitors, primary screen, biochemical, absorbance, HTS. purified bovine MsrA, absorbance read-out. inhibition, % at 15.5 µM. hit rate 0.75% among 360,000; in the data active means inhibition above about 4.5%;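 further: 0% = vehicle wells with enzyme and 100% = reference inhibitor wells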
Rpn11 block = Rpn11 (PSMD14) deubiquitinase inhibitors, primary screen, biochemical, fluorescence polarization, uHTS; 26S proteasome non-ATPase regulatory subunit 14 (Homo sapiens), O00487; human 26S proteasome, Ub4-pepOG fluorescence polarization; 20S core pre-blocked with epoxomicin; calls only at 20 µM; hit rate 0.59% among 360,000; AID 588493, 2011;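 active means inhibition at 20 µM, scaled to each plate's controls, above about 33%, limit read from the data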
Target sequence (O00487 whole entry, looked up): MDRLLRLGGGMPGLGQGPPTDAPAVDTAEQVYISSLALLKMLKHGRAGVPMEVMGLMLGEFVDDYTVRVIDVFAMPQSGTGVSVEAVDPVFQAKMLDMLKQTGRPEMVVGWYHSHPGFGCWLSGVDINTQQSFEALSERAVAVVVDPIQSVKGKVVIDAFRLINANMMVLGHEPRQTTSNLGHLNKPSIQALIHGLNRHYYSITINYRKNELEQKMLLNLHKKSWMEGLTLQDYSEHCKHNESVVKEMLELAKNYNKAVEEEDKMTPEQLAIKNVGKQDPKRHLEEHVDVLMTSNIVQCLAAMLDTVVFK
Numbers without * were called inactive; i = inactive; x = not tested or not shown.

SMILES	STEP inh	DNMT1 block	SUMO1-SIM PPI	CSN inh	LMPTP inh	Scp-1 inhibitor	Tb MetRS inh	NadD block	MsrA inhibitor	Rpn11 block
Cc1ccc2cc(CN(CC3CCCO3)C(=O)Nc3ccccc3F)c3nnnn3c2c1 (configuration not stated)	2.1	-2.4	2.1	-3.7	1.0	-7.0	-0.1	1.2	0.6	i
CCN1C(=O)[C@H]2[C@H]3CN=C(SC)N3[C@@](C)(C(=O)OC)[C@H]2C1=O	-0.8	6.8	-1.0	1.7	-1.1	-8.0	-0.2	3.3	-2.0	i
CC1CCc2nc3ccc(S(=O)(=O)N4CCC(C(=O)NC5CCCC5)CC4)cc3c(C(=O)O)c2C1 (configuration not stated)	2.2	-1.7	0.4	0.9	-1.9	-2.8	0.2	10.3	-0.2	i
OC(CNCCc1ccccc1)COc1ccc(OCC(O)CNCCc2ccccc2)cc1 (configuration not stated)	1.2	-13.4	-8.6	-1.6	12.3	5.3	-0.3	-2.7	1.0	i
CCn1cc(S(=O)(=O)c2ccc(OC)cc2)c(=O)c2cc(OC)ccc21	-3.3	-2.0	-1.0	1.3	0.0	-8.2	1.4	-2.0	-0.3	i
O=C(O)c1ccccc1C(=O)N1CCN(C(=O)c2ccccc2Cl)CC1	-0.5	5.3	-2.5	-4.4	-0.4	-8.9	-0.3	1.7	-0.4	i
Cn1ncc(Cl)c1C(=O)NC(=S)Nc1sc2c(c1C#N)CCCCC2	2.8	0.2	12.1	3.0	5.4	-2.3	-1.4	28.6*	0.8	i
O=C(CCN1C(=O)C2C3C=CC(C3)C2C1=O)NCc1cccnc1 (configuration not stated)	-1.8	2.3	-0.4	-3.5	-0.4	60.5*	-0.6	3.2	0.3	i
COc1ccc(CN(CC2CCC(C(=O)O)CC2)C(=S)Nc2cc(Cl)ccc2OC)cc1 (configuration not stated)	-0.2	-0.2	2.6	15.6	-0.5	-5.4	-1.3	-2.3	0.7	i
Cc1ccc(NC(=S)NC2CCSc3ccccc32)cc1 (configuration not stated)	-1.9	3.5	6.4	-0.9	1.6	17.0	-0.6	0.4	0.5	i
O=C(Nc1nccs1)C1CC(=O)N(c2ccc(Cl)cc2)C1 (configuration not stated)	0.0	-2.4	-0.1	-3.1	-0.1	-7.1	-0.2	1.4	-0.4	i
O=C(/C=C/c1ccccc1)Oc1ccccc1C(=S)N1CCOCC1	0.6	0.2	-6.8	1.0	-2.4	-3.4	-0.8	2.3	0.0	i
Cc1ccc(OCC(O)CNCc2ccc(F)cc2)cc1 (configuration not stated)	-0.7	0.5	5.3	-0.9	1.3	1.4	0.3	-2.8	-0.8	i
C=CCc1cc(C)ccc1OCCn1ccnc1	0.1	0.6	-2.1	2.0	-1.0	0.2	-2.0	-4.1	1.9	i
CCOC(=O)/C(C#N)=C/Nc1cc(C(C)(C)C)sc1C(C)=O	-0.7	7.7	1.0	-3.5	-0.7	-7.2	-0.5	-7.8	1.5	i
O=[N+]([O-])c1ccc(Oc2cccc3cccnc23)c(Cl)c1	0.0	-0.5	-34.6	-2.3	2.4	22.6	-1.5	-4.0	1.9	i
C=CCc1cc(C)ccc1OCCOCCC(C(=O)OCC)C(=O)OCC	0.3	10.0	-0.9	7.3	0.7	-2.5	-0.5	-7.2	0.1	i
CCNC(=O)CSc1ncnc2sccc12	5.4	-0.9	15.2	0.4	5.3	-8.5	-0.2	0.8	-0.9	i
O=C(N/N=C/c1ccncc1)c1cc(-c2ccc(Br)s2)[nH]n1	-1.6	2.3	-9.8	3.7	1.4	5.9	0.8	11.7	0.1	i
COC(=O)c1c(C)oc2ccc(N(C(=O)c3ccncc3)S(=O)(=O)c3ccc(C)cc3C)cc12	-1.6	-3.9	-1.2	-0.8	2.2	8.7	-0.7	10.4	-0.1	i
CCC(O)C1CCN(C(=O)c2cc(COc3ccc4ncccc4c3)on2)CC1 (configuration not stated)	-0.6	4.8	2.8	-6.9	2.0	-4.7	-1.2	-4.9	-0.5	i
Cc1noc(C)c1CN1C(=O)c2ccccc2C1=O	-0.5	-0.3	-5.9	3.0	0.5	1.1	-0.2	3.3	-0.6	i
C=CCn1c(COc2ccc(F)cc2)nnc1SCC(=O)N1CC(=O)Nc2ccccc21	-1.9	2.2	3.3	0.9	-3.0	-6.2	-0.3	-0.2	-0.6	i
COC(=O)[C@H](Cc1ccccc1)NC(=O)N1CCC(C)CC1	-0.5	1.8	-0.9	-1.0	-0.6	-5.3	-1.2	-3.0	1.2	i
CCCCn1c(N)c(N(CCOC)C(=O)c2ccc(N(C)S(=O)(=O)c3ccc(C)cc3)cc2)c(=O)[nH]c1=O	0.2	2.8	2.8	1.0	-0.3	-0.7	-0.3	1.7	-0.5	i

Exported with values under each structure: part of the list above
Order of results – STEP inh | DNMT1 block | SUMO1-SIM PPI | CSN inh | LMPTP inh | Scp-1 inhibitor | Tb MetRS inh | NadD block | MsrA inhibitor | Rpn11 block
COC(=O)[C@H](Cc1ccccc1)NC(=O)N1CCC(C)CC1
  -0.5 | 1.8 | -0.9 | -1.0 | -0.6 | -5.3 | -1.2 | -3.0 | 1.2 | i
CCCCn1c(N)c(N(CCOC)C(=O)c2ccc(N(C)S(=O)(=O)c3ccc(C)cc3)cc2)c(=O)[nH]c1=O
  0.2 | 2.8 | 2.8 | 1.0 | -0.3 | -0.7 | -0.3 | 1.7 | -0.5 | i

(continued)
SMILES	STEP inh	DNMT1 block	SUMO1-SIM PPI	CSN inh	LMPTP inh	Scp-1 inhibitor	Tb MetRS inh	NadD block	MsrA inhibitor	Rpn11 block
COCC(=O)NC1CC2CCC(C1)N2C(=S)Nc1ccccc1C(=O)OC (configuration not stated)	1.7	0.8	2.5	-4.5	-0.2	-4.7	-0.2	2.6	1.6	i
O=c1[nH]c2ccc(NS(=O)(=O)c3ccc4ccccc4c3)cc2[nH]1	4.1	-1.5	-8.5	0.8	-0.2	-9.0	0.0	-3.1	-0.2	i
Cc1c(Cl)sn(-c2ccc(Cl)cc2)c1=O	5.3	-8.6	6.1	1.2	0.6	9.2	0.1	1.6	1.2	i
O=C1COc2ccc(C(=O)NCc3ccco3)cc2N1	-1.5	9.4	-2.0	-0.8	-0.9	-5.5	-0.4	-0.7	0.3	i
N=c1sccn1CC(=O)Nc1ccc(S(N)(=O)=O)cc1	2.4	0.3	0.4	0.7	0.2	-1.7	-0.5	-7.6	0.1	i
COc1cc(Br)ccc1C1CC(=O)C(C)C(c2ccc(Br)cc2OC)N1 (configuration not stated)	-0.3	-3.4	1.2	0.0	4.3	-4.0	-0.2	9.6	-0.4	i
COC(=O)CSc1cc([N+](=O)[O-])ccc1NC(=O)OC	-4.2	3.4	-16.9	-3.0	-0.5	-6.2	-0.4	-1.5	-0.4	i
CN(C)c1nc(-c2ccccn2)nnc1-c1ccccc1	0.6	0.6	0.7	-3.5	0.4	-7.6	-1.1	7.9	1.1	i
O=c1c2ccc([N+](=O)[O-])cc2ncn1CCOc1cccc(Br)c1	8.5	-2.7	-16.1	-3.6	2.7	-7.3	-0.2	-0.4	0.0	i
CC(C)(C)c1cc(C(=O)NNC(=O)Nc2cccc(Cl)c2)n(Cc2ccccc2)n1	-0.3	-3.9	1.1	-1.1	2.9	-18.4	0.2	-1.0	1.3	i
CSc1ccccc1OC1CCN(Cc2ccccc2)CC1	-2.9	8.5	-1.5	1.7	-0.5	-1.0	-0.6	-9.6	0.5	i
O=c1c2ccccc2nc(SCc2ccc(F)cc2Cl)n1CCCN1CCOCC1	2.5	0.8	2.8	2.4	2.6	0.9	0.0	-9.1	-0.6	i
COc1ccc(C(=O)NCC(c2cccs2)N2CCOCC2)cc1OC (configuration not stated)	-3.0	3.5	-5.5	-1.4	-8.7	-2.2	-0.1	-0.1	0.9	i
COCCn1c(SCC(=O)Nc2ccc3c(c2)CCC3)nc2ccccc2c1=O	2.9	-0.8	4.3	1.1	0.1	6.6	-0.8	-1.8	0.2	i
COc1cc(C2(O)CCCCC2C)cc(OC)c1OC (configuration not stated)	-1.2	-4.9	-6.2	-1.6	-2.1	-6.5	-0.3	-3.5	1.5	i
O=C(COC(=O)c1cc(Cl)ccc1Cl)Nc1ccc2[nH]c(=O)[nH]c2c1	3.1	4.5	3.3	1.6	-0.8	7.4	-0.4	2.6	-0.8	i
Cc1cccc(C(=O)OCC(=O)NC(C)CCc2ccccc2)c1 (configuration not stated)	1.7	0.9	0.4	4.3	-2.2	-8.9	-0.7	-5.0	1.2	i
Nn1cnc2c(ncn2C2OC(CO)C(O)C2O)c1=O (configuration not stated)	-2.4	-0.9	-1.2	-1.7	0.8	x	-0.1	-2.9	0.5	i
COc1ccc(CN2CCNC(=O)C2CC(=O)N(C)CCC2CCOCC2)cc1OC (configuration not stated)	4.0	6.4	0.8	-1.1	-2.8	-7.4	-0.1	-2.3	0.8	i
COc1ccccc1C1=NOC(Cn2c(NCC3CCCO3)nc3c2c(=O)n(C)c(=O)n3C)C1 (configuration not stated)	0.4	5.1	-2.8	-3.4	-2.5	7.6	-0.7	-1.4	-0.9	i
Cc1cc(NC(=O)CCC(=O)N(C2CC2)C(C(=O)NC(C)(C)C)c2ccccc2Cl)no1 (configuration not stated)	-1.0	-0.4	-1.3	0.2	-0.3	-9.8	-0.5	2.6	-0.8	i
COc1ccc(NC(=O)CS(=O)(=O)c2ccc(Br)cc2)cc1	-1.1	2.8	-0.5	0.5	1.3	-12.1	-0.5	-5.6	-0.4	i
Cc1cc(C)c(S(=O)(=O)NC(C)C)c(C)c1-n1cnnn1	0.8	0.2	4.5	-1.3	1.1	2.9	-1.4	2.2	2.0	i
C(=NNc1ccc2ccccc2n1)c1ccccn1	-2.1	4.0	-20.6	3.5	4.1	x	2.0	-8.9	1.1	i
Cc1ccc(C)c(NC(=O)NNC(=O)c2cc3ccccc3cc2O)c1	3.2	-0.2	3.2	4.7	2.0	21.5	3.9	4.0	-0.4	i
